hiPSC survival – hiPSC single-cell survival enhancement. ATPlite luminescence; 100% = ROCK inhibitor wells, 0% = DMSO. survival enhancement, % at 20 µM. 360,000 tested, 0.044% active; in the data active = survival enhancement above about 18%;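 note: cells exposed to compounds for 16 hours before the ATP read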
HTR2A ag – agonists of mouse serotonin 5-HT2A receptor (HTR2A). CHO-K1 mHTR2A beta-arrestin complementation, luminescence; percent of 30 µM serotonin response. activation, % at 7.6 µM. 360,000 tested, 0.66% active. P35363;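 active = activation above a run cutoff, the mean activation of all tested compounds plus 3 SD, cut at about 14% in these data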;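 note: 0% = plate median of compound wells and 100% = 30 µM serotonin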
Target sequence (P35363 whole entry, looked up): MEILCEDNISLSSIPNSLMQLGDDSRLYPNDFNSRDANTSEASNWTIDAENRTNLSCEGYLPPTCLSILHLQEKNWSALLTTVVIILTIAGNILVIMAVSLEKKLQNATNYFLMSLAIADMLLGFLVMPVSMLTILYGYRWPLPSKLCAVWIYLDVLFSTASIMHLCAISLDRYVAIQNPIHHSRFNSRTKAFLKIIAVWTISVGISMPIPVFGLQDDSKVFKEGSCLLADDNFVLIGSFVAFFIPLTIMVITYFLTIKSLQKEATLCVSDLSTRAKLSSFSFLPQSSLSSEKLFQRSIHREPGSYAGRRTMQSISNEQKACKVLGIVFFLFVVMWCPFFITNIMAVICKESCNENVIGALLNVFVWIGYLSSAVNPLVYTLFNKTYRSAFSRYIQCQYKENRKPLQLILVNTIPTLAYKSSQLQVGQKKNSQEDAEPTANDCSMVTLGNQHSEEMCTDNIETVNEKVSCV
ABHD5-PLIN5 inh – inhibitors of human ABHD5-perilipin-5 interaction; Q00G26+Q8WTS1; Split G. princeps luciferase complementation, luminescence, 4 h; inhibition, % at 4 µM; 360,000 tested, 0.78% active; AID 602281;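 active = inhibition above the mean inhibition across every tested compound plus 3 SD, cut at about 22% in these data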;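 note: 0% = DMSO only wells and the 100% control is not disclosed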
N-glyco inh – blocks N-linked glycosylation in D54 reporter cells; D54 ERlucT glycosylation luciferase reporter, 24 h; percent of 100 nM tunicamycin response; reporter increase, % at 12.5 µM; 360,000 tested, 0.23% active;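 active = mean luciferase reporter signal, scaled so untreated is 0 and the glycosylation-blocking control 100, at or above a set limit in every replicate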;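 note: luciferase carries N-glycosylation sites so blocking glycosylation raises the light; 0% = median of neutral control wells and 100% = median of 100 nM tunicamycin wells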
ABCB6 inh 2 – blocks the human ABCB6 transporter; Q9NP58; K562-ABCB6 porphyrin accumulation, flow cytometry, 1 h; active compounds read low; fluorescence ratio to DMSO, % at 10 µM; 360,000 tested, 0.19% active; AID 602162;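 active = fluorescence ratio to DMSO below 75%, the collection mean minus 3 SD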;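 note: signal is porphyrin accumulated inside mitochondria; 100% equals median channel fluorescence of DMSO control wells; lower ratio means ABCB6 inhibition with less porphyrin fluorescence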
MC4R ag barr – human MC4R agonism via beta-arrestin. P32245. U2OS MC4R beta-arrestin complementation, luminescence; percent of melanotan II response, DMSO zero. activation, % at 8.9 µM. 360,000 tested, 0.98% active. AID 540308;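 active = activation above a per-plate cutoff, the mean activation of sample wells on that plate plus 3 SD, cut at about 8% in these data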
Target sequence (P32245 whole entry, looked up): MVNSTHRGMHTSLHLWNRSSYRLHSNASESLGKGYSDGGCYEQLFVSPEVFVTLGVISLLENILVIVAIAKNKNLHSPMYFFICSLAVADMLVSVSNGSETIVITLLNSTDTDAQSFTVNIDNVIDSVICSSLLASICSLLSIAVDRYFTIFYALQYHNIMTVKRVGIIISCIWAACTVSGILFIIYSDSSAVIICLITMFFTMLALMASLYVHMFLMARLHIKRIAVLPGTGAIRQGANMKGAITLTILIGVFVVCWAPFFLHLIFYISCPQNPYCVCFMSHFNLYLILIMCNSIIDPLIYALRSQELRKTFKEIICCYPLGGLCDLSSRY
H9c2 protect – modulators protecting cardiomyocytes from myocardial damage; H9c2 cardiomyocytes, H2O2 injury protection, ATPLite, 2 h; protection from H2O2 cell death, % at 20 µM; 360,000 tested, 0.63% active; AID 588492;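 active = compounds giving at least 50% protection of heart cells from peroxide-induced death in the single-dose screen, raw or plate-pattern-corrected value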;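 note: 0% = DMSO wells with peroxide and 100% = DMSO wells without peroxide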
Exocytosis inh – lytic granule exocytosis inhibition; inhibition, % at 10 µM; 360,000 tested, 0.66% active; TALL-104 LAMP-1 surface exposure, flow cytometry; cells stimulated with thapsigargin and PMA; AID 651702;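 active = inhibition above about 55%, limit read from the data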
MC4R antagonist – blocks human MC4R cAMP signaling; P32245; MC4R-expressing cells, MTII-stimulated cAMP, LANCE TR-FRET; inhibition, % at 6.5 µM; 360,000 tested, 0.48% active;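 active = inhibition above its plate's cutoff, the mean of tested wells on that plate plus 3 SD, cut at about 29% in these data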;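 note: 0% = Melanotan II alone and 100% = Melanotan II plus saturating MCL0020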
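System: U2OS-MC4R stable cell line; Technique: Eu-cAMP/anti-cAMP TR-FRET, emission 671 nm; Repeats: single well per compound; Also added: Melanotan II; Dosing: one concentration, 6.5 µM nominal; Schedule: 30-min compound, 1-h challenge, 1-h detection, room temperature.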
aDG glyco up – alpha-DG glycosylation activation. Pro5-aDG cells, alpha-DG glycosylation AlphaScreen (IIH6); 0% Pro5, 100% B10-LARGE cell signal. activation, % at 10 µM. 360,000 tested, 0.22% active. AID 624168;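 active = activation of at least 8% versus controls, or a plate z-score of at least 8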;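 note: Pro5 are CHO cells carrying HIG-tagged alpha-DG that lacks glycosylation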
The depositor's hits bear a star; nt = no result given.

SMILES	hiPSC survival	HTR2A ag	ABHD5-PLIN5 inh	N-glyco inh	ABCB6 inh 2	MC4R ag barr	H9c2 protect	Exocytosis inh	MC4R antagonist	aDG glyco up
Cn1nnc2cc(C(=O)Nc3ccc(Cl)cc3)ccc21	-3.6	1	-4	0	103	0.4	1	2	10	-0.1
CCOc1[nH]n(-c2ccccc2)c(=O)c1C=Nc1ccc(F)cc1F	0.4	0	-15	0	98	0.5	0	14	-5	-0.3
CCOC(=O)c1c(NC(=S)Nc2ccc(OCC)cc2)sc2c1CCN(C)C2	1.9	-6	0	0	98	-1.2	5	3	15	-0.1
O=C(COC(=O)/C=C/c1cc(Br)ccc1F)Nc1ccc2[nH]c(=O)[nH]c2c1	0.0	-15	-1	1	101	8.9*	4	0	2	-0.2
COc1ccccc1NC(=O)N(CCN(C)C)Cc1cc2cc(C)ccc2[nH]c1=O	3.9	5	0	-3	105	-2.4	13	-4	-6	0.0
O=C1NC(=O)C(Cc2c[nH]c3ccccc23)N1 (stereo not drawn)	-0.3	14	7	1	100	-1.3	5	-6	-3	0.0
O=C(CCCN1C(=O)/C(=C/c2cccc(Br)c2)SC1=S)NCCCN1CCOCC1	-0.3	-4	1	-1	99	-3.7	-9	44	-1	0.8
COC(=O)CCC(=O)OC1(C)C(=O)C2=CN(Cc3ccc(OC)cc3)C(c3ccc(OC)cc3)=CC2=C(Br)C1=O (stereo not drawn)	1.2	2	2	6	120	-0.4	-8	1	14	-0.1
NS(=O)(=O)c1ccc(CCNS(=O)(=O)c2ccc(Cl)cc2)cc1	1.1	0	0	-1	97	-0.7	9	3	-3	0.1
Cc1ccc(C(=O)COc2ccccc2N2C(=O)c3ccccc3C2=O)cc1	-0.2	-3	-3	-1	98	-1.2	0	-11	-6	0.4
Cc1ccc(CNC(=O)c2ccccc2N)cc1	-2.7	-1	3	2	94	-2.8	-6	-1	3	0.2
CC(=O)NC(C)c1cc(F)c2cccnc2c1O (stereo not drawn)	1.4	-5	-1	4	96	-1.9	24	4	-1	0.8
O=C(NC(=S)NCCc1ccccn1)c1ccco1	3.7	7	-6	1	88	-1.1	7	4	16	0.3
c1ccc(COc2ccc(OCCCNC3CCCC3)cc2)cc1	-5.2	-1	7	-4	100	6.7	-9	-2	-5	4.1
Cc1cc(C=O)c(O)cc1O	6.2	-6	-5	6	91	-0.2	10	-2	9	0.1
COc1cccc(-n2cnc3sc(C)c(C)c3c2=O)c1	2.0	1	-5	0	96	-0.6	2	-3	-1	0.1
Cc1ccc(C(C)(C)C)c(OCCN2CCCC2)c1	0.6	0	0	2	99	0.1	-6	-2	0	-0.1
COc1cc(C(=O)OCC(=O)Nc2c(C)n(C)n(-c3ccccc3)c2=O)c([N+](=O)[O-])cc1OC	1.4	-6	0	1	94	-1.8	-5	2	-6	2.8
Cc1ccc(O)c(-c2cc(C(=O)Nc3ccc(S(=O)(=O)Nc4nc(C)cc(C)n4)cc3)[nH]n2)c1	-1.3	-4	14	-2	101	1.6	3	1	-2	-0.1
CCOc1ccc(N=C2NN=C(c3cc(C)n(CC4CCCO4)c3C)CS2)cc1 (stereo not drawn)	-0.8	4	1	-1	96	-1.8	-6	6	-7	-0.4

Some of these compounds in order of their number in Exocytosis inh, smallest number first.
molecule | HTR2A ag | ABHD5-PLIN5 inh | N-glyco inh | ABCB6 inh 2 | MC4R ag barr | Exocytosis inh | MC4R antagonist | aDG glyco up
O=C(COC(=O)/C=C/c1cc(Br)ccc1F)Nc1ccc2[nH]c(=O)[nH]c2c1 | -15 | -1 | 1 | 101 | 8.9* | 0 | 2 | -0.2
O=C(NC(=S)NCCc1ccccn1)c1ccco1 | 7 | -6 | 1 | 88 | -1.1 | 4 | 16 | 0.3
O=C(CCCN1C(=O)/C(=C/c2cccc(Br)c2)SC1=S)NCCCN1CCOCC1 | -4 | 1 | -1 | 99 | -3.7 | 44 | -1 | 0.8

Record cards (already shown). Screens in order: hiPSC survival, HTR2A ag, ABHD5-PLIN5 inh, N-glyco inh, ABCB6 inh 2, MC4R ag barr, H9c2 protect, Exocytosis inh, MC4R antagonist, aDG glyco up
COC(=O)CCC(=O)OC1(C)C(=O)C2=CN(Cc3ccc(OC)cc3)C(c3ccc(OC)cc3)=CC2=C(Br)C1=O (stereo not drawn) is entered as 1.2, 2, 2, 6, 120, -0.4, -8, 1, 14, -0.1
O=C(COC(=O)/C=C/c1cc(Br)ccc1F)Nc1ccc2[nH]c(=O)[nH]c2c1 is entered as 0.0, -15, -1, 1, 101, 8.9*, 4, 0, 2, -0.2
Cn1nnc2cc(C(=O)Nc3ccc(Cl)cc3)ccc21 is entered as -3.6, 1, -4, 0, 103, 0.4, 1, 2, 10, -0.1
COc1ccccc1NC(=O)N(CCN(C)C)Cc1cc2cc(C)ccc2[nH]c1=O is entered as 3.9, 5, 0, -3, 105, -2.4, 13, -4, -6, 0.0
O=C(NC(=S)NCCc1ccccn1)c1ccco1 is entered as 3.7, 7, -6, 1, 88, -1.1, 7, 4, 16, 0.3

Continued:
SMILES	hiPSC survival	HTR2A ag	ABHD5-PLIN5 inh	N-glyco inh	ABCB6 inh 2	MC4R ag barr	H9c2 protect	Exocytosis inh	MC4R antagonist	aDG glyco up
Cc1onc(-c2ccccc2)c1C(=O)Nc1ccc(-c2nnc3n2CCCCC3)cc1	-3.9	3	-1	-2	95	-2.3	4	5	1	0.1
Cn1c(=O)c2c(ncn2CC(=O)OCC(=O)Nc2ccc(F)cc2Cl)n(C)c1=O	-0.1	1	0	0	102	0.4	-4	1	4	0.1
Cc1ccc(Oc2ccc(NC(=O)CSc3n[nH]c(N)n3)cc2)cc1	-1.4	-4	2	-4	94	-0.8	-7	1	-4	-0.2
CC(Oc1ccc2c(-c3ccccc3)cc(=O)oc2c1)C(=O)N1CCOCC1 (stereo not drawn)	-1.4	-3	4	-2	98	-0.5	-1	-1	11	0.0
COc1ccc(-c2cc(C(=O)NCc3ccc(Cl)cc3)no2)cc1OC	1.2	-7	7	1	93	2.0	-1	-3	0	-0.1
CCOC(=O)c1ccc(-c2ccc(/C=N/NC(=O)CN(c3ccccc3Br)S(C)(=O)=O)o2)cc1	0.0	-5	-5	-3	91	0.0	2	2	12	0.9
Cc1cc(C)c2c(N)c(C(=O)N/N=C/c3ccccc3)sc2n1	1.1	2	1	-2	98	1.1	27	-1	4	0.1
C[C@H](NC(=O)c1cc2cc(Cl)ccc2n1C)C(=O)N1CCC[C@H]1C(=O)O	-3.2	0	1	0	98	-1.4	0	-4	5	-0.1
S=C1CSc2ccccc2N1	0.1	-1	0	3	98	-1.4	14	0	4	-0.2
C=CC[C@@H](Cc1ccc(F)cc1)C(=O)OC[C@H]1CCCN1C(=O)[C@H](CC=C)CC(=O)N(CCO)Cc1ccccc1	-1.1	-2	-1	-1	78	1.6	-4	5	4	-0.2
O=S(=O)(NCCCSc1ccccc1)c1ccccc1F	-0.1	-2	1	-1	93	0.2	0	15	2	0.0
O=C(CN1C(=O)NC2(CCCCC2)C1=O)NCc1cccs1	3.3	1	4	6	97	2.0	16	-1	-2	-0.2
Cc1ccc(Nc2cc(-n3nc(C)cc3C)ncn2)cc1	-1.1	0	8	1	92	1.3	-2	-2	1	0.1
COC(CNC(=O)c1ccc2c(c1)ncn2C1CCCCCC1)OC	0.2	0	9	-1	98	-0.4	2	-9	9	0.0
Cn1nc(CC(=O)Nc2ccc3c(c2)OCCO3)c2ccccc2c1=O	-0.7	1	1	3	92	0.0	-30	-10	0	6.1
CCN1CCN(CC(O)COc2ccc(Cl)cc2)CC1 (stereo not drawn)	-2.8	-1	3	1	102	-1.0	8	-5	2	0.1
O=C(OCCN1CCCCC1)c1ccccc1F	-0.5	-3	6	-2	95	-1.0	8	10	2	0.0
Cc1ccc(C(=O)OCC(=O)N(C)c2c(N)n(Cc3ccccc3)c(=O)[nH]c2=O)s1	-0.1	1	3	2	103	-1.9	7	1	7	0.1
O=c1c2cc(NC(=S)NC3CCCC3)ccc2nc2n1CCCCC2	2.2	-2	0	1	96	-0.1	10	1	-4	1.0
CCCCC1CC(=O)NC1(C(=O)OCC)C(=O)OCC (stereo not drawn)	2.5	1	-1	1	102	1.1	1	18	2	0.6
CC1=C(C(=O)N(C)C)CC(CC(=O)NCCc2ccccn2)C(=O)N1Cc1ccccc1 (stereo not drawn)	8.0	5	3	5	104	1.7	4	-2	13	0.0
CCCN(Cc1nnc(-c2cccs2)o1)C(=O)CN1C(=O)NC2(CCCCC2)C1=O	0.9	-4	-7	0	99	-0.9	-4	3	-2	0.1
CCCN(CC(=O)Nc1ccccc1C)C(=O)c1cccc(-n2cnnn2)c1	0.4	0	-3	-1	97	-2.3	-1	-2	4	0.1
COC(=O)[C@@]12CCCCN1[C@H](c1ccc(-c3cc(C(C)=O)cs3)c(OC)c1)[C@H]1C(=O)N(C)C(=O)[C@H]12	-0.2	0	-2	2	94	-1.7	31	3	7	0.5
COC(=O)Cc1ccc(NC(=S)NC2CC2)cc1	0.0	2	-4	1	91	0.6	-3	-4	4	-0.2
Cc1nn(C)c(C)c1NS(=O)(=O)c1c(C)n[nH]c1C	0.1	-1	-1	-1	99	-1.5	-2	1	-1	-0.1
COc1ccc(NC(=O)C/C(C)=N/NC(=O)c2cccs2)c([N+](=O)[O-])c1	-0.1	2	5	1	90	-1.1	8	5	-6	-0.2
COC(=O)[C@]12CCCCC=C1N(Cc1ccco1)C(=O)[C@H](CC(=O)NCc1ccc(OC)c(OC)c1)C2	0.2	1	3	nt	93	nt	nt	-1	nt	-0.2
O=C(O)CCC(=O)NCc1ccc2[nH]c3c(c2c1)CCCC3	0.7	14	2	0	105	0.2	3	5	-3	0.0
